OPRM1-OPRD1 inv: inverse agonists of MOR-DOR heterodimerization, primary screen, cell-based, luminescence. Mu-type opioid receptor (Homo sapiens) + Delta-type opioid receptor (Homo sapiens), …. cell-based MOR-DOR heterodimer luminescence, inverse agonism. inhibition, % at 9.3 µM. 0.21% of 340,000 active. AID 504357, 2011; in the data active = inhibition above about 22%, passing the limit was not always enough;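 note: 0% = cells with DMSO and 100% = wells without cells with DMSO; values of inactives mirror those of a sister screen read the other way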
Pemphigus Ab inh: inhibitors of pemphigus antibody binding to DSG3, primary screen, biochemical, bead-based, flow cytometry, scFv-GFP; DSG3-coupled beads, scFv-anti-DSG3-GFP binding; stronger effect = lower value; binding (percent of control), % at 10 µM; 0.48% of 310,000 active; AID 588358, 2011;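 active = binding more than 3 SD below its plate's average and above zero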;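 note: hits lower antibody fragment binding to DSG3; some compounds called inactive have numbers as strong as hits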
Target sequence (P32926 whole entry, looked up, the tested form may be a part): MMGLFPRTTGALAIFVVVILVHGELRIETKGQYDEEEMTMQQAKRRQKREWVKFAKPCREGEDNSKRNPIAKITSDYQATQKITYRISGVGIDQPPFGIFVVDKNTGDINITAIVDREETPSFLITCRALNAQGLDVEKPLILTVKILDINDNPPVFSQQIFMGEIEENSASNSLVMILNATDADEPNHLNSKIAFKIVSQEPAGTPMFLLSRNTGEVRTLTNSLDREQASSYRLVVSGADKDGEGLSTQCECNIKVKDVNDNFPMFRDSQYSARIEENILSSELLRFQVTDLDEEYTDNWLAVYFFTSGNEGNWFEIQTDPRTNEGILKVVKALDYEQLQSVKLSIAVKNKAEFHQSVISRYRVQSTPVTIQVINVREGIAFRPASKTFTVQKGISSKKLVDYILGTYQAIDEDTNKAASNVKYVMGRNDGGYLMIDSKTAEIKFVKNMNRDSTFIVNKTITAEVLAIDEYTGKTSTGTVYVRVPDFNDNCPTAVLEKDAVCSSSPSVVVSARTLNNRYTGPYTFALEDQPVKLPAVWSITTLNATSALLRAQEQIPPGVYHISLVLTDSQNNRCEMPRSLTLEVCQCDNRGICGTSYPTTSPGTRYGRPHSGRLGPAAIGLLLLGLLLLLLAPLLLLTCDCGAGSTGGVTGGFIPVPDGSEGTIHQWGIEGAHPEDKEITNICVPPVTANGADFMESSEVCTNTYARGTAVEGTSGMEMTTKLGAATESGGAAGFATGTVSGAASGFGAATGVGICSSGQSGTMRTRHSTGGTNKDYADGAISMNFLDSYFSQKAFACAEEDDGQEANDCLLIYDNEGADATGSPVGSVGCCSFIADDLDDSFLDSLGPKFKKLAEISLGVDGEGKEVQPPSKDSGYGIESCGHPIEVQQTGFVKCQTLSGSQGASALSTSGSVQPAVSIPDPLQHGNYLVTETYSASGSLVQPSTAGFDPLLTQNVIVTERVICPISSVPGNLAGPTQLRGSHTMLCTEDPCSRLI
PfHsp90 set2: growth inhibition of PfHsp90-expressing yeast, primary screen, antimalarial PfHsp90 inhibitor project, S. cerevisiae, BacTiter-Glo luminescence, single point, set 2 | 0.32% of 310,000 active | BacTiter-Glo ATP, 48 h; yeast lacking PDR1 and PDR3 efflux regulators | inhibition, % at 9.4 µM;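 active = every replicate shows inhibition above about 80%, whatever the replicate mean, limit read from the data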;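 note: 0% = DMSO neutral controls and 100% = 20 µM radicicol positive controls; yeast relying on Plasmodium falciparum Hsp90 in place of its own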
HTR5A ag ctr: HTR5A agonists in luminescence cell assay, primary screen, counter-screen for OPRM1-OPRD1 heterodimer agonist project, full-deck HTS; 0.61% of 340,000 active; 5-hydroxytryptamine receptor 5A (Homo sapiens), P47898; activation, % at 9.3 µM; cell-based; AID 504692, 2011; in the data active = activation mostly above about 9.5%, no sharp cut-off; inactive = mostly below about 7.6%;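 note: 0% = cells with vehicle only and 100% = reference agonist; strong numbers were not always called active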
E coli growth: E. coli V3065 growth inhibition, primary screen, counter-screen for AddAB inhibitor project, absorbance, OD600. AID 449728, 2010. 0.27% of 330,000 active. 18 h. inhibition, % at 11.9 µM;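 active = inhibition above the campaign's mean inhibition across all tested compounds plus 3 SD, cut at about 9.9% in these data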;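 note: uninfected addAB+ strain grown without phage in ampicillin broth; 0% = DMSO wells and 100% = ciprofloxacin 0.95 µg/ml wells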
OPRM1-OPRD1 ag: agonists of OPRM1-OPRD1 heterodimerization, primary screen, cell-based, luminescence. Mu-type opioid receptor (Homo sapiens) + Delta-type opioid receptor (Homo sapiens), …. cells. activation, % at 9.3 µM. 0.3% of 340,000 active. AID 504326, 2011; in the data active = activation above about 18%;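 note: 0% = vehicle-treated cells and 100% = reference agonist; values of inactives mirror those of a sister screen read the other way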
SUMO Mot1 rescue: yeast Mot1-301 growth rescue at high temperature, primary screen, SUMOylation pathway inhibitor project, S. cerevisiae, ATP luminescence, 38.5C; growth rescue, % at 18.8 µM; S. cerevisiae Mot1-301 growth rescue; percent above DMSO median, 100 means doubled; 1% of 320,000 active;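 active = every valid replicate shows activation above 250% relative to neutral control wells; inactive = the rest, any valid replicate at or below 250%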;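 note: OY570 slx delta 5 strain wells were the positive control but not used for scaling; some compounds called inactive have numbers as strong as hits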
PKA-R1A activ: activators of PKA-R1A holoenzyme, primary screen, biochemical, fluorescence polarization, Cy5-IP20, bovine R1A, mouse PKAc; cAMP-dependent protein kinase type I-alpha regulatory subunit (Bos taurus) + …; activation, % at 11.4 µM; AID 504707, 2011; 0.083% of 340,000 active; PKA-R1A dissociation; scaled: DMSO 0%, 113 µM cGMP 100%;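 active = percent activation above the mean of all tested compounds plus 3 SD, cut at about 19% in these data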;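 note: higher means more PKAc released from R1A so a rise in polarization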
HTR5A inv ctr: HTR5A inverse agonists in luminescence cell assay, primary screen, counter-screen for OPRM1-OPRD1 heterodimer inverse agonist project, full-deck HTS. 5-hydroxytryptamine receptor 5A (Homo sapiens), P47898. HTR5A cell line, inverse agonism. inhibition, % at 9.3 µM. 0.083% of 340,000 active; in the data active = inhibition mostly above about 23%, no sharp cut-off; inactive = mostly below about 18%;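 note: 0% = cells with DMSO and 100% = no-cell wells with DMSO; some compounds called inactive have numbers as strong as hits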
phage Ecoli inh: growth loss of phage-infected E. coli, primary screen, RecBCD inhibitor project, absorbance, with phage, HTS; inhibition, % at 11.9 µM; 0.26% of 360,000 active; AID 651602, 2012; in the data active = inhibition above about 11%
AddAB inh: growth inhibition of E. coli expressing H. pylori AddAB, primary screen, AddAB inhibitor project, absorbance; inhibition, % at 11.9 µM; 0.29% of 330,000 active; AID 435030, 2010; in the data active = inhibition above about 12%;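 note: 0% = vehicle wells of infected cells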
* = called active by the depositor; . = not tested or not shown.

SMILES	OPRM1-OPRD1 inv	Pemphigus Ab inh	PfHsp90 set2	HTR5A ag ctr	E coli growth	OPRM1-OPRD1 ag	SUMO Mot1 rescue	PKA-R1A activ	HTR5A inv ctr	phage Ecoli inh	AddAB inh
C=CCOc1c(Br)cc(C2C3=C(CCCC3=O)N(C)C3=C2C(=O)CCC3)cc1OCC	10	96	18	4	-2.3	-1.9	598	-2	-10	0.6	5.5
CCSc1ncc(C#N)c(N)n1	-2	110	14	-1	0.1	0.3	13	-13	11	0.8	1.7
Cc1ccc(C(=O)NCc2cccnc2)cc1S(=O)(=O)Nc1ccccc1	-1	100	1	0	-1.7	0.3	205	5	10	4.4	-1.2
Cc1cc(C(=O)Nc2ccc3c(c2)OCCO3)ccc1[N+](=O)[O-]	10	117	14	5	0.6	-2.0	76	-12	9	1.2	1.6
CCOC(=O)N1CCN(C(=O)COC(=O)c2ccc(O)cc2O)CC1	-2	109	25	1	1.0	0.3	0	-7	-2	3.4	0.4
O=C(Nc1nc2ccccc2[nH]1)c1ccccc1[N+](=O)[O-]	20	97	-2	-6	2.0	-4.3	-9	5	17	2.1	3.0
CC(C(=O)N1CCOCCOCCOCC1)N1C(=O)c2ccccc2C1=O (centres undefined)	-5	108	-7	4	-0.5	0.6	-16	1	-12	3.4	1.7
CCCCC(=O)Nc1cccc2c1C(=O)N(c1ccccc1)C2=O	-6	100	-10	-5	2.4	1.2	16	-12	18	4.0	1.8
O=C(O)c1ccc(NS(=O)(=O)c2ccc3nnn(O)c3c2)cc1	1	92	12	1	-0.1	-0.2	4	-14	-3	2.7	-1.8
CCOC(=O)C1C(C(=O)OC)=C(c2ccc(OC)cc2)c2ccc(OC)cc2N1S(=O)(=O)C(F)(F)F (centres undefined)	7	105	10	0	1.6	-1.3	.	2	0	.	-0.7
O=C(CN1CCN(C(=O)c2cccs2)CC1)NC1CCCCC1	6	109	-26	-1	0.4	-1.2	-7	-2	6	1.0	0.0
COC1(OC)C(/C=C/c2ccc(Cl)cc2)C(C#N)(C#N)C1(OC)OC (centres undefined)	4	109	12	3	-1.9	-0.7	-11	0	-10	-0.8	-0.3
CC(C)c1cc(NCC2CCCO2)n2c(nc3ccccc32)c1C#N (centres undefined)	5	.	38	3	-1.6	-0.8	-17	-4	-6	2.3	-0.2
COc1ccc(SCCN2CC[C@@H](C(C)(C)C)CCC2=O)cc1	-28	101	6	-6	3.6	5.0	1	-5	2	0.3	3.0
CCOc1cc(C)c(Cl)cc1S(=O)(=O)N(CC)CC	0	.	-3	5	1.9	0.0	1	-6	12	1.4	1.1
COc1ccc(C(=O)CN2C3=NCCCN3c3ccccc32)cc1OC	9	110	-6	1	-0.7	-1.8	32	-7	0	-0.1	4.0
Cc1nc2ccccc2c(=O)n1NC(=O)Nc1ccccc1	13	99	9	-2	1.9	-2.2	-4	-1	3	0.0	3.8
O=C(NCc1ccco1)c1ccc2c(=O)n(CC3CCCO3)c(=S)[nH]c2c1 (centres undefined)	8	101	20	2	-1.0	-1.5	-9	-1	-15	0.2	3.4
CC(C)OP(=O)(OC(C)C)C(Nc1ccccc1)c1cccc([N+](=O)[O-])c1 (centres undefined)	.	100	.	.	1.1	.	2	.	.	0.8	-0.6
Cn1nc(-c2ccccc2)c(-c2nc(-c3ccc(Cl)cc3)no2)c1Cl	0	100	5	0	0.2	0.0	.	0	0	3.0	0.8
Cc1ccc(S(=O)(=O)NCCOc2cc(C)ccc2C)cc1	6	101	-5	4	-0.3	-2.0	-12	-6	-5	-0.9	1.5
CCc1cc(C(=O)N2CCCC(CNS(=O)(=O)c3cccs3)C2)n(C)n1 (centres undefined)	-7	115	14	1	2.2	1.4	49	-7	-2	3.7	-0.7
O=C(/C(Br)=C/Nc1cc(Cl)ccc1Cl)C(F)(F)F	7	92	-15	8	1.1	-1.3	-20	5	9	4.8	0.2
CN(CC(=O)NCC1CCCO1)S(=O)(=O)c1cc(Cl)ccc1Cl (centres undefined)	8	96	-14	3	-1.7	-1.3	23	1	-7	0.5	0.0
CC1CCCCC1NC(=O)C1CCN(S(=O)(=O)c2cccc3nonc23)CC1 (centres undefined)	8	106	-4	-1	-0.4	-1.4	-4	13	-35	1.5	0.7
O=C(NCC1CCCO1)c1cc([N+](=O)[O-])ccc1Cl (centres undefined)	12	104	-1	2	3.0	-2.5	-14	6	5	2.4	-0.5
NC(=O)c1ncn([C@@H]2O[C@H](CNCc3cc(Br)ccc3OCc3ccccc3)[C@@H](O)[C@H]2O)n1	14	99	2	4	.	-3.0	.	-16	-13	1.1	.
CC(C)C[C@@H](CN1CCC[C@@H]1CN1C(=O)C(=O)NC[C@@H]1Cc1ccccc1)N1C[C@H](Cc2ccccc2)N(CC2CCCCCC2)C(=O)C1=O	7	104	18	10*	.	-1.4	.	-2	-39	-1.4	.
Cc1ccc(NC(=S)NCc2ccc3c(c2)OCO3)cc1C	-9	.	-11	1	0.9	1.9	0	-1	-9	3.8	5.0
COc1ccc(C(CNC(=O)c2cc(S(=O)(=O)N3CCCCC3)ccc2C)N2CCCC2)cc1 (centres undefined)	2	116	.	-3	.	-0.6	.	-3	21	-0.6	.
Cc1ccc2oc(=O)n(CCCOc3ccccc3)c2c1	-40	.	.	0	0.4	6.7	7	-1	1	6.7	-1.9
Cc1ccc(N(CC(=O)N2CCN(c3ccc(F)cc3)CC2)S(=O)(=O)c2c(C)nn(C)c2C)cc1	3	101	28	0	-3.9	-0.5	65	-1	-16	2.4	0.0
CCOC(=O)c1nn(-c2ccc(C)cc2)c(=O)cc1OCC(=O)Nc1cccc(OC)c1	6	100	.	-1	2.6	-0.9	-5	4	3	1.4	0.2
CC(C)c1ccc(/C=C/C(=O)N2CCCCCC2)cc1	-3	106	-22	-4	0.1	0.4	-6	-14	17	2.5	2.4
CC(=O)C1=C(O)C(CSCc2ccccc2)N(C)C1=O (centres undefined)	11	97	-3	8	.	-2.2	.	9	-30	2.5	.
O=C(Nc1ccccc1)c1cc(S(=O)(=O)Nc2cccnc2)ccc1Cl	10	.	12	-2	-1.2	-1.7	8	-7	9	0.4	1.6
CCOC(=O)Cn1cc(C(=O)OC)c2ccccc21	9	91	.	1	-0.7	-1.6	-24	3	4	1.0	1.6
COC(=O)C(NC(=O)c1ccccc1)(Nc1nc(C)cs1)C(F)(F)F (centres undefined)	1	107	4	3	0.9	-0.1	-11	-4	12	3.4	0.9
Cc1cc(=O)[nH]c(=S)n1-c1ccccc1	4	103	37	2	2.1	-0.7	-5	-3	-4	1.5	2.3
CCOc1ccccc1NC(=O)c1cccc2c1C(=O)N(CCOC)C2	18	88	7	-1	-1.1	-3.3	2	-1	-21	3.5	2.2

The final five compounds of the part above open the next one.
SMILES	OPRM1-OPRD1 inv	Pemphigus Ab inh	PfHsp90 set2	HTR5A ag ctr	E coli growth	OPRM1-OPRD1 ag	SUMO Mot1 rescue	PKA-R1A activ	HTR5A inv ctr	phage Ecoli inh	AddAB inh
O=C(Nc1ccccc1)c1cc(S(=O)(=O)Nc2cccnc2)ccc1Cl	10	.	12	-2	-1.2	-1.7	8	-7	9	0.4	1.6
CCOC(=O)Cn1cc(C(=O)OC)c2ccccc21	9	91	.	1	-0.7	-1.6	-24	3	4	1.0	1.6
COC(=O)C(NC(=O)c1ccccc1)(Nc1nc(C)cs1)C(F)(F)F (centres undefined)	1	107	4	3	0.9	-0.1	-11	-4	12	3.4	0.9
Cc1cc(=O)[nH]c(=S)n1-c1ccccc1	4	103	37	2	2.1	-0.7	-5	-3	-4	1.5	2.3
CCOc1ccccc1NC(=O)c1cccc2c1C(=O)N(CCOC)C2	18	88	7	-1	-1.1	-3.3	2	-1	-21	3.5	2.2
COc1cc(C2C(C(=O)c3cc4ccccc4o3)=C(O)C(=O)N2c2cc(C)on2)cc(OC)c1OC (centres undefined)	4	99	27	1	0.0	-0.7	1	-9	-5	-0.5	1.9
COCCN1Cc2c(sc(C)c2C)N(C(=O)c2ccccc2)C1	-2	.	-9	3	3.8	0.4	-2	-3	-8	0.3	5.0
CCCn1c(C)cs/c1=N\C(=S)Nc1ccccc1	2	86	8	-2	0.7	-0.3	-18	-7	4	2.7	1.0
COc1ccc(Cl)cc1NC(=O)CC1CCCC1	-21	116	19	0	-0.8	2.5	17	2	-14	-1.1	4.4
CC(NC(=O)c1ccc(N(C)C)cc1)C1CC2CCC1C2 (centres undefined)	4	116	-13	5	.	-0.7	.	9	-33	3.8	.
CC1CC(Nc2ccccc2)c2ccccc2N1C(=O)c1ccncc1 (centres undefined)	5	106	9	0	0.1	-1.2	15	-15	1	1.8	-0.3
COc1ccc(OCC(=O)N/N=C2\CCc3ccccc32)cc1	11	102	-22	-2	1.3	-2.0	41	-15	12	1.3	0.2
COC(=O)N/N=C\c1ccc(OC(=O)c2ccco2)cc1	.	.	-1	.	-5.7	.	-8	.	.	2.3	-2.9
Cc1ccc(S(=O)(=O)CCc2ccncc2)cc1	-6	107	-13	4	1.2	1.5	343	-4	-9	2.5	4.6
Cc1cccc(OCC(=O)Nc2ccc(S(=O)(=O)N3CCN(C)CC3)cc2)c1	21	99	7	-2	2.5	-3.8	70	1	0	1.2	-0.2
COc1ccc(-c2nnc(SCc3nnc(-c4cccs4)o3)n2CC2CCCO2)cc1 (centres undefined)	9	102	6	0	1.5	-1.8	-9	-8	-1	4.1	0.7
